TAAR1 antag = antagonists of human TAAR1. actives 1.5% (n = 360,000). AID 624466. inhibition, % at 3 µM. CHO RD-HGA16 TAAR1, Fluo-8 calcium fluorescence, antagonist;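 active = inhibition above a per-plate cutoff, the mean inhibition of test compounds on that plate plus 3 SD, cut at about 49% in these data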;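 also: 0% = DMSO plus EC80 beta-PEA response and 100% = DMSO alone without agonist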
Target sequence (Q96RJ0 whole entry, looked up): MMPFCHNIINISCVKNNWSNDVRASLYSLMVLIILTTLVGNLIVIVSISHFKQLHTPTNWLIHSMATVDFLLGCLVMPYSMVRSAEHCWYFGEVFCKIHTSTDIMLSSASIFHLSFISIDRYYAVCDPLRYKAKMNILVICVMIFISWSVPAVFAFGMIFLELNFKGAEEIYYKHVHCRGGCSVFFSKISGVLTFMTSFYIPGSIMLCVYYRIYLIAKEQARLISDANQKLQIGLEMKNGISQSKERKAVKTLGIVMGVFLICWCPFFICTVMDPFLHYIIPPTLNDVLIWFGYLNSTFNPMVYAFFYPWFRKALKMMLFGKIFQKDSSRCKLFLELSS
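Test system: RD-HGA16 CHO cells with stable hTAAR1 and Gα16 / Probe or stimulus: EC80 β-phenethylamine stimulus / Times: seeding 17-24 h prior, 75-min 37 °C, 30-min RT dye loading / Detection: Fluo-8 calcium-sensitive fluorescence / Read-out basis: % inhibition scaled between DMSO and EC80 PEA controls / Repeats: singlicate, one well per test compound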
TAAR1 ag = human TAAR1 agonism | Q96RJ0 | CHO RD-HGA16 TAAR1, Fluo-8 calcium fluorescence; vehicle wells 0%, saturating PEA agonist 100% | activation, % at 3 µM | actives 0.99% (n = 360,000) | AID 624467;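 active = activation above the mean activation of all test compounds in the run plus 3 SD, cut at about 38% in these data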
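Assay system: CHO-derived RD-HGA16 cells with stable Gα16 and human TAAR1; timing: 17-24 h seeding, 75 min 37 °C dye, 30 min RT; read-out: % activation from peak over basal fluorescence ratio, DMSO-to-PEA scaled; measured by: kinetic Fluo-8 calcium fluorescence; benchmarks: low control DMSO, high control PEA (EC100); doses: 3 µM single concentration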
* hit, by the source's call.

SMILES	TAAR1 antag	TAAR1 ag
CCCCCCN(C(=O)CCCCCN1C(=O)NC(c2ccc(-c3ccccc3)cc2)C(C(=O)OCc2ccccc2)=C1C)C(C(=O)NCCCC)c1ccccn1 (stereo not drawn)	1	13
NC(=O)c1ncn([C@@H]2O[C@H](C(=O)N[C@H](Cc3c[nH]c4ccccc34)C(=O)N3CCN(C(=O)N4CCOCC4)CC3)[C@@H](O)[C@H]2O)n1	-25	2
CN(C)c1cccc2c(S(=O)(=O)NCC3CCN(C(=O)C(=O)c4cccs4)CC3)cccc12	-20	2
COc1ccc(C(C)c2cc3c(cc2OCC(=O)O)OCO3)cc1 (stereo not drawn)	-5	-1
C[C@H]1CN(C(=O)OC(C)(C)C)CCN1c1ccc(N2CC[C@@H](O)C2)c(C#N)c1	-7	5
Cn1c(=O)[nH]c(=O)c2c1nc(Br)n2C/C=N/NC(N)=S	-10	4
C[C@@H]1COc2cc(NCCO)ccc2S(=O)(=O)N1	9	2
Cc1cc(NN=Cc2ccccn2)nc2c(C)cccc12	1	7
COC(=O)C1=C(C)N(Cc2ccc(C(F)(F)F)cc2)C(=NCc2cccc(C(F)(F)F)c2)NC1c1ccccc1C(F)(F)F (stereo not drawn)	-19	0
CC(C)C[C@@H]1COc2cc(NCCO)ccc2S(=O)(=O)N1	-19	0
C[C@@H]1CN([C@H](C)CO)C(=O)CCCn2cc(nn2)CO[C@H]1CN(C)C(=O)Nc1ccc(N2CCCCC2)cc1	-12	1
COC(=O)[C@]12C[C@H](CC(=O)N3CCSCC3)C(=O)N(CCC3=CCCCC3)C1=C[C@H](C(C)(C)C)O[C@@H]2C	-58	-2
OC1OC2COC(c3ccccc3)OC2C(O)C1O (stereo not drawn)	-11	1
O=C(Nc1ccc(Nc2cccnc2)cc1)c1c[nH]c2ccccc12	23	4
Cc1ccc(C(=O)N2CCC[C@@H]2C(=O)N2CCC[C@@H]2C(=O)NCc2ccccc2)cc1	-14	-1
C[C@@H]1ON(C)[C@H]2C[C@H]3c4cc(Br)ccc4CCN3C[C@@H]12	-31	4
CCCc1ccc(-c2cc(NC(=O)Cc3c(C)[nH]c4ccccc34)ccc2Nc2cccnc2)cc1	-22	1
C#CCN1C[C@@]2(O)CC[C@@H](O)[C@@H](OC)[C@@H]2[C@@]1(C)[C@H](O)CC=C(C)C	-8	0
COC(=O)N1C[C@H](OC(=O)c2ccc(-c3ccccc3)cc2)[C@H]2C[C@@H]1c1ccccc1O2	-16	0
COC(=O)C1=C(C)N(Cc2ccc(C(F)(F)F)cc2)C(=NCc2ccccc2)NC1c1cccc(C(F)(F)F)c1 (stereo not drawn)	29	18

Quoted at random: six entries already listed, in no set order.
SMILES	TAAR1 antag	TAAR1 ag
C[C@@H]1ON(C)[C@H]2C[C@H]3c4cc(Br)ccc4CCN3C[C@@H]12	-31	4
C[C@@H]1CN([C@H](C)CO)C(=O)CCCn2cc(nn2)CO[C@H]1CN(C)C(=O)Nc1ccc(N2CCCCC2)cc1	-12	1
CCCc1ccc(-c2cc(NC(=O)Cc3c(C)[nH]c4ccccc34)ccc2Nc2cccnc2)cc1	-22	1
Cc1ccc(C(=O)N2CCC[C@@H]2C(=O)N2CCC[C@@H]2C(=O)NCc2ccccc2)cc1	-14	-1
O=C(Nc1ccc(Nc2cccnc2)cc1)c1c[nH]c2ccccc12	23	4
OC1OC2COC(c3ccccc3)OC2C(O)C1O (stereo not drawn)	-11	1

(continued)
SMILES	TAAR1 antag	TAAR1 ag
O=C(NC1CCCC1)[C@@H]1CCCN1C(=O)[C@@H](NC(=O)N1CCOCC1)c1ccccc1	-18	2
C#CCNC(=O)C[C@H]1C[C@@]2(C(=O)OC)C(=C[C@H](C(C)(C)C)O[C@@H]2C)N(Cc2ccccc2)C1=O	-1	-1
CCCCCCCCN1C(=O)[C@@H](CC(=O)N2CCCC2)C[C@@]2(C(=O)OC)C1=C[C@H](C(C)(C)C)O[C@@H]2C	-39	-2
COC(=O)C1=C(C)N(C)C(=NCc2cccc(C(F)(F)F)c2)NC1c1ccccc1 (stereo not drawn)	-3	8
CC(C)(C)C1=CC(CC(N)=O)(C(C)(C)C)OC1=O (stereo not drawn)	-23	2
CC1CCCC(C)N1C(=O)c1ccccc1 (stereo not drawn)	-9	1
O=C(NCc1ccccc1)[C@H]1CCCN1	-10	1
O=C(/C=C(\Nc1cccc(Cl)c1)c1ccccc1)c1ccccc1	-19	4
CC(C)(C)S(=O)(=O)N1Cc2cc(CO)ccc2[C@@H]1CCO	-10	3
COc1ccc(Nc2nnc(-c3ccc4c(c3)OCO4)o2)cc1	2	3

The final five records of the section above open the next one.
SMILES	TAAR1 antag	TAAR1 ag
CC1CCCC(C)N1C(=O)c1ccccc1 (stereo not drawn)	-9	1
O=C(NCc1ccccc1)[C@H]1CCCN1	-10	1
O=C(/C=C(\Nc1cccc(Cl)c1)c1ccccc1)c1ccccc1	-19	4
CC(C)(C)S(=O)(=O)N1Cc2cc(CO)ccc2[C@@H]1CCO	-10	3
COc1ccc(Nc2nnc(-c3ccc4c(c3)OCO4)o2)cc1	2	3
COCCN(Cc1ccc(C)cc1)C(=O)[C@H]1O[C@@H](n2cnc(C(N)=O)n2)[C@H](O)[C@@H]1O	-28	4
COc1ccc(C2CC(=O)C(c3ccc(Cl)cc3)=CN2Cc2ccccc2)cc1 (stereo not drawn)	-1	3
O=C(CNSc1ccc([N+](=O)[O-])cc1[N+](=O)[O-])OCc1ccccc1	5	0
CCCN1CCCCC(NC(=O)c2ccc(C)cc2C)C1=O (stereo not drawn)	-8	4
CN1CCCCC(NC(=O)c2ccc(C#N)cc2)C1=O (stereo not drawn)	4	0
COC(=O)c1cc2c(c3c4cc(F)ccc4n(S(=O)(=O)c4ccc(C)cc4)c13)C(=O)N(Cc1ccc(C(F)(F)F)cc1)C2	-28	0
O=C(N[C@H](Cc1ccccc1)C(=O)N1CCN(CC(=O)N2CCCC2)CC1)[C@H]1O[C@@H](n2ccc(=O)[nH]c2=O)[C@H](O)[C@@H]1O	-4	2
CCCCn1c(=N)n(CC(=O)c2ccc(OC)cc2)c2ccccc21	-13	4
Nc1ncnc2c1ncn2[C@@H]1O[C@H](C(=O)N[C@@H](CCc2ccccc2)C(=O)N2CCN(C(=O)N3CCOCC3)CC2)[C@@H](O)[C@H]1O	-13	1
CCCCCCCCN1C(=O)[C@@H](CC(=O)NCCCCc2ccccc2)C[C@@]2(C(=O)OC)C1=C[C@H](C1CCCC1)O[C@@H]2C	-18	6
COc1ccc(N2C(=O)c3n[nH]c(C(C)C)c3C2c2ccccc2)cc1 (stereo not drawn)	-34	-1
COc1cc(-c2nnc(NC(=O)c3ccc(S(=O)(=O)N4CCOCC4)cc3)o2)cc(OC)c1OC	-9	6
c1ccc2c(NCCCN3CCOCC3)c3ccccc3nc2c1	-8	0
CC(C)C1=CC2C3C(=O)N(c4ccccc4)C(=O)C3C1C(=O)C2(C)O (stereo not drawn)	-3	2
Nc1nc(Nc2cccc3ccccc23)nc(C2CCCC2=O)n1 (stereo not drawn)	-2	0
CCc1ccc(NC(=O)CN2C(=O)C(=O)N(Cc3ccccc3)C2=O)cc1	19	1
COC(=O)C1=CC(=O)N2CCN=C2S1	-6	1
CCOC(=O)C1=CCN(S(=O)(=O)c2ccccc2Cl)C1c1ccc(Cl)cc1 (stereo not drawn)	19	4
Cc1ccccc1C(=O)N(C)[C@H]1C[C@H]2c3[nH]c4c(-c5ccc6c(c5)OCO6)cccc4c3CCN2C(=O)[C@H]1[C@H](C)O	-19	1
COCCNC(=S)N(C)[C@H]1C[C@H]2c3[nH]c4ccccc4c3CCN2C[C@H]1[C@H](C)O	-4	3
CN(C)C(=O)N1CCN(C(=O)[C@H]2O[C@@H](n3ccc(N)nc3=O)[C@H](O)[C@@H]2O)CC1	1	2
COC(=O)c1cc2c(c3c4cc(OC)ccc4n(S(=O)(=O)c4cccc(C)c4)c13)C(=O)N(Cc1ccc(N(C)C)cc1)C2	-6	-2
COC(=O)c1ccc2nc(-c3ccc(OC)c(OC)c3)c(Cc3ccccc3C(F)(F)F)n2c1	-9	-1
CCNC(=O)N1CCN(c2ccc(N3CCN(C(=O)NCC)[C@@H](C)C3)c(C)c2)[C@@H](C)C1	-9	0
COc1cc(OC)c(NC(=O)NNC(=O)C(=O)NC2CC2)cc1Cl	-5	-1
O=C(N[C@H](Cc1ccccc1)C(=O)N(CCC1=CCCCC1)CC1CC1)[C@H]1O[C@@H](n2ccc(=O)[nH]c2=O)[C@H](O)[C@@H]1O	-5	0
Cc1cc(N2CCNC[C@@H]2C)ccc1N1CCN(Cc2ccccc2)[C@@H](C)C1	-4	12
Cc1ccc2c(c1)-n1c(nc3cc(F)ccc3c1=O)C(Cc1ccccc1)NC2=O (stereo not drawn)	27	32
C=CCN1C[C@H](COC(=O)c2cccc(C)c2)Oc2cccc(F)c2S1(=O)=O	49*	1
CC(C)n1c(-c2ccccc2)nc(=S)c2c1CCCC2	-6	5
COCc1cc(N2CCN(C(=O)OC(C)(C)C)C[C@@H]2C)ccc1N1CC[C@@H](O)C1	-2	2
O=C(O)CCC(=O)c1ccc2ccc3cccc4ccc1c2c34	-15	2
OCCNCCNCc1ccc(-c2ccccc2)cc1	-24	4
O=C(Cc1ccc(NC(=O)C2CCN(C(=O)C3CCCC3)CC2)cc1)Nc1cccc(C(=O)N2CCCC2)c1	-15	1
COc1ccc(NS(=O)(=O)c2ccc(NN=Cc3ccc(C(=O)O)cc3)c([N+](=O)[O-])c2)cc1	-18	3
COc1ccc(NC(=O)N(C)C[C@@H]2OCc3cnnn3CCCC(=O)N([C@H](C)CO)C[C@H]2C)c(OC)c1	-6	0
Cc1cc(=O)oc2cc(OCc3c(F)cccc3Cl)ccc12	-28	0
Cc1[nH]nc2c1C(c1ccc(Br)cc1)N(Cc1ccccc1)C2=O (stereo not drawn)	-15	3
Cc1cc(Br)c2nc(-c3cccc(Br)c3)c(Cc3cccc(Cl)c3)n2c1	-4	-1
O=S(=O)(N1CCCCC1)n1nnc2cc3ccccc3cc21	-25	4
CN[C@H]1C[C@H]2c3[nH]c4c(-c5ccccc5)cccc4c3CCN2C(=O)[C@H]1[C@H](C)O	15	5
Cc1ccccc1C(=O)N[C@H](C(=O)N1CCC[C@H]1C(=O)NCc1ccccc1)C(C)C	14	1
C[C@@H]1CN([C@@H](C)CO)C(=O)CCCn2cc(nn2)CO[C@H]1CN(C)C(=O)Nc1ccc(C(C)(C)C)cc1	-1	3
COC(=O)C1=C(C)N(Cc2ccc(C(F)(F)F)cc2)C(=NCc2ccccc2C(F)(F)F)NC1c1ccc(C(F)(F)F)cc1 (stereo not drawn)	-13	2
CC(=O)O[C@H]1C=C[C@@H](C#Cc2ccc(C(C)(C)C)cc2)O[C@@H]1COC(=O)Nc1ccccc1	-2	0
C[C@H](O)[C@@H]1C(=O)N2CCc3c([nH]c4c(-c5ccccc5)cccc34)[C@@H]2C[C@@H]1N(C)C(=S)NCCc1ccccc1	-14	19
S=C1NC2(CCCCCC2)NN1c1ccccc1	-7	2
COCC(=O)NCC1CCN(C(=O)C(=O)c2cccs2)CC1	-2	0
COC(=O)C1=C(C)N(Cc2ccccc2C(F)(F)F)C(=NCc2ccccc2)NC1c1cccc(C(F)(F)F)c1 (stereo not drawn)	-28	6
O=C(N[C@H](Cc1ccccc1)C(=O)NCCN1CCOCC1)[C@H]1O[C@@H](n2ccc(=O)[nH]c2=O)[C@H](O)[C@@H]1O	0	0

More compounds
SMILES	TAAR1 antag	TAAR1 ag
Cc1ccc(CN2CC(N3CCC[C@@H]3C)CS2(=O)=O)cc1 (stereo partly drawn)	-9	1
O=C(NCc1ccccc1)[C@H]1CCCN1C(=O)[C@@H]1CCCN1C(=O)c1ccc(Cl)cc1Cl	-4	0
Cc1cc(NCCc2c[nH]c3ccccc23)ccc1Nc1cccnc1	-7	5
COCc1cc(N2CCNC[C@@H]2C)ccc1N1C[C@@H](C)O[C@@H](C)C1	-14	1
COc1ccccc1C(=O)N1CCC2CCN(C(=O)c3ccccc3)C2C1 (stereo not drawn)	-13	3
Cc1ccc2nc3n(c(=O)c2c1)-c1ccccc1C(=O)NC3Cc1ccccc1 (stereo not drawn)	15	6
C[C@H]1CN(S(=O)(=O)C(C)(C)C)[C@H](CCO)/C1=C\CCO	-22	1
Cc1ccc(C)c(OCC(=O)N/N=C/c2c(C)nn(-c3ccccc3)c2Cl)c1	53*	11
COc1ccccc1Cc1c(-c2cccc(Cl)c2)nc2c3ccccc3ccn12	-39	0
COc1cccc(C2NC(=S)NC(C)=C2C(C)=O)c1 (stereo not drawn)	-7	2
COc1ccc(CC(=O)Nc2ccccc2Oc2ccccc2)cc1	-8	7
Cc1cc(NC(=O)COc2cccc3cccnc23)no1	-5	0
Cc1ccc2c(NC(=O)C3CC3)c(C)ccc2n1	9	3
Cc1[nH]c2ccccc2c1CC(=O)Nc1ccc(Nc2ccccc2)cc1	41	6
c1ccc(-c2ccc(-c3ccccn3)nn2)nc1	6	3
COC(=O)C1=C(C)N(Cc2ccc(C(F)(F)F)cc2)C(=NCc2ccccc2C(F)(F)F)NC1c1cccc(Cl)c1 (stereo not drawn)	-15	2

High-throughput results from PubChem BioAssay.

The list is partial; count on the stated rates, not on these rows.
